RBBP9 inhibitor – human RBBP9 inhibitors, primary screen, biochemical, fluorescence polarization, FP-Rh probe, HTS. inhibition, % at 7.94 µM. recombinant RBBP9. Serine hydrolase RBBP9 (Homo sapiens), O75884. AID 1515, 2009. 220,000 compounds, 0.2% hits;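 active = inhibition above the campaign mean of all tested compounds plus 3 SD, cut at about 14% in these data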;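 also: plate controls were DMSO wells with RBBP9 for no effect and wells lacking RBBP9 protein for full effect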
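Test system: recombinant human RBBP9. Quantity: 2.5 µM RBBP9 dispensing solution, before mixing. Detection: FP readout at 525/598 nm. Reagent: Serine-hydrolase probe FP-Rh, 375 nM pre-mixing. Measure: % inhibition. Control set: DMSO-treated enzyme wells and wells lacking RBBP9. Buffer or medium: Tris-NaCl-Pluronic buffer, pH 8.0. Times: preincubation 30 min plus labeling 45 min at 25 °C.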
TNF necrop inh – inhibitors of TNF-alpha triggered necroptosis, primary screen, cell-based, Jurkat FADD-/-, single concentration; 220,000 compounds, 0.068% hits; activation (protection from cell death), % at 10 µM; Jurkat FADD-/- TNF necroptosis rescue, ATP luminescence, 24 h; 0 = TNF only, 100 = no-TNF cells;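 active = activation, meaning protection from cell death, of at least 50% relative to plate controls; inactive = activation below 50%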;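 also: necroptosis triggered by 40 ng/mL TNF-alpha added together with compound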
EP2 modulator – EP2 receptor modulators, cAMP readout, primary screen, cell-based, HTRF cAMP, PGE2 stimulation; Prostaglandin E2 receptor EP2 subtype (Homo sapiens), P43116; EP2-expressing cells, cAMP HTRF FRET, PGE2 co-stimulation; induction, % at 25 µM; 260,000 compounds, 0.83% hits; AID 940, 2007;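 active = compounds whose cAMP rise, as percent of the full-agonist control response, exceeds 60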;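 also: rat C6 glioma line stably carrying human EP2 under a CMV promoter; the protocol text gives 20 µM as final concentration; 100% = response of wells given 1 µM PGE2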
Target sequence (P43116 whole entry, looked up): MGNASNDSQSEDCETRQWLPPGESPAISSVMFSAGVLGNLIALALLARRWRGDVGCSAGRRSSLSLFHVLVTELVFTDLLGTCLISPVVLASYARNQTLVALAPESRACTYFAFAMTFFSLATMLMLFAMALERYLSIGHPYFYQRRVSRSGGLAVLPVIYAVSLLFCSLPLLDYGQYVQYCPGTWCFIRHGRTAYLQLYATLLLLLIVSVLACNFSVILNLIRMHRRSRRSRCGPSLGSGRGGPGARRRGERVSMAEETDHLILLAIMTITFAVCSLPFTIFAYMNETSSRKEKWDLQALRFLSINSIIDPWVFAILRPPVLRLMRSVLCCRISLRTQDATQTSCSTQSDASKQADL
L929 necroptosis – inhibitors of zVAD-triggered necroptosis, primary screen, L929 cells; L929 zVAD necroptosis rescue, ATP luminescence, 24 h; with zVAD 60 µM; viability rescue, % at 10 µM; 220,000 compounds, 0.38% hits;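 active = activation, scaled between plate controls, above about 75%, limit read from the data; inactive = activation under that limit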;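 also: 0% = zVAD with DMSO and 100% = DMSO alone without zVAD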
Runt-SMMHC FRET – inhibitors of RUNX1 Runt–CBFb-SMMHC binding, primary screen, biochemical, FRET, Cerulean-Runt, Venus-CBFb-SMMHC, uHTS; Runt-related transcription factor 1 (Homo sapiens) + Core-binding factor subunit beta …; Cerulean-Runt/Venus-CBFb-SMMHC FRET ratio 530/480, 1 h; inhibition, % at 20 µM; 220,000 compounds, 0.74% hits;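 active = mean inhibition across duplicate retests at 20 µM reaching about 50%, limit read from the data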;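 also: 0% = DMSO wells and 100% = wells with excess untagged CBFb-SMMHC; inhibitors lower the FRET ratio by blocking Runt binding to CBFb-SMMHC; some results filed as inactive read as strong as hits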
Target sequence (Q01196 whole entry, looked up): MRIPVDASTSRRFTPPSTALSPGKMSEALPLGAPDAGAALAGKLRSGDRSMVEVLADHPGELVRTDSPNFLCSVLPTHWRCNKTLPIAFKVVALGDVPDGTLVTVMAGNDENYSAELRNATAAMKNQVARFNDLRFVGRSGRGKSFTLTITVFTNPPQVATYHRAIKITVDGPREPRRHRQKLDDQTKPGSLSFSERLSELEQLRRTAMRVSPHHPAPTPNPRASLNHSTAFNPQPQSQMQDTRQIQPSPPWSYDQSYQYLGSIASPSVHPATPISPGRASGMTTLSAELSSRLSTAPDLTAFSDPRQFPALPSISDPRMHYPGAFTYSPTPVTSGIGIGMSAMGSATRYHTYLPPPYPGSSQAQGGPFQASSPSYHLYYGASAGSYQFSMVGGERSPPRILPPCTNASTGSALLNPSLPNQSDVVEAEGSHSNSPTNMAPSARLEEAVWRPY
Target sequence (Q13951 whole entry, looked up): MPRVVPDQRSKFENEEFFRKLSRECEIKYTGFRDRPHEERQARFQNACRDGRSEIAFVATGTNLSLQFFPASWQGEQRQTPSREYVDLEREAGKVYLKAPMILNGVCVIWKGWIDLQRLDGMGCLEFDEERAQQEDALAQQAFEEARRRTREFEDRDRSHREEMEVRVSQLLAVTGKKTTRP
PERK inhibitor – block of dimerizer-induced PERK translation repression, primary screen, PERK inhibitor project, CHO PERK-DD cells, SEAP luminescence, HTS; 220,000 compounds, 0.17% hits; CHO PERK-DD fusion, SEAP luminescence translation reporter; Eukaryotic translation initiation factor 2-alpha kinase 3 (Homo sapiens), Q9NZJ5; inhibition, % at 5.6 µM;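 active = inhibition above the mean inhibition of all tested compounds plus 3 SD, set separately per screening campaign, cut at about 2.9% in these data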;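 also: PERK kinase domain activated by AP20187 dimerizer at 100 nM; 0% = DMSO with dimerizer and 100% = rapamycin at 8.4 µM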
Hck Nef HTS – inhibitors of Nef-activated human Hck kinase, primary screen, biochemical, Z-Lyte FRET, 384-well, Hck-YEEI | Recombinant Hck-YEEI plus Nef, Z-Lyte FRET kinase assay | inhibition, % at 20 µM | Tyrosine-protein kinase HCK (Homo sapiens), P08631 | 220,000 compounds, 0.68% hits;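 active = Hck-Nef kinase inhibition above about 50%, limit read from the data; inactive = inhibition below that limit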;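 also: 0% = DMSO with Hck plus Nef and 100% = Hck alone without Nef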
Runt-CBFb FRET – inhibitors of RUNX1 Runt–CBFb binding, primary screen, biochemical, FRET, Cerulean-Runt, Venus-CBFb, uHTS. Cerulean-Runt/Venus-CBFb FRET ratio 530/480, 1 h. Runt-related transcription factor 1 (Homo sapiens) + Core-binding factor subunit beta …. 220,000 compounds, 0.46% hits. inhibition, % at 20 µM;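 active = inhibition over about 50% at 20 µM in the single-dose screen, limit read from the data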;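 also: 0% = DMSO wells and 100% = excess unlabeled CBFb competitor control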
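Assay system: Cerulean-Runt domain fusion protein, energy donor; Signal: fluorescence energy transfer, 422 nm excitation, 530/480 nm emission; Timing: 1 h compound exposure, room temperature; Control set: unlabeled CBFb; Medium: Tris buffer pH 7.5 with salts and BSA; Compound: single test concentration of 20 µM, 1% DMSO final; Probe or stimulus: Venus-CBFb 100 nM.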
PGE2 EP2 inh – human EP2 receptor antagonists, primary screen, TR-FRET cAMP, C6 glioma cells. AID 1422, 2008. inhibition, % at 25 µM. 260,000 compounds, 0.52% hits. C6 glioma cells expressing human EP2; cells stimulated with saturating PGE2;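 active = percent inhibition above 40 after rounding to a whole number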;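 also: rat C6 glioma host cells with rolipram phosphodiesterase inhibitor present; the protocol text gives 20 µM as final concentration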
The depositor's hits bear a star; . = not tested or not shown; & = joins results of further samples. This is a subset; rates above refer to the full screens.

Each structure is followed by: RBBP9 inhibitor	TNF necrop inh	EP2 modulator	L929 necroptosis	Runt-SMMHC FRET	PERK inhibitor	Hck Nef HTS	Runt-CBFb FRET	PGE2 EP2 inh
c1cncc(C(c2nnnn2C2CCCCC2)N2CCN3CCCC3C2)c1 (stereo not drawn)
  -1	-0.7	12&12	0.8	5	1.0	5	2	13&16
CCN(Cc1cc2ccccc2[nH]c1=O)C(=O)c1cccnc1
  -5	0.5	13	1.2	0	0.4	6	1	6
Cc1ccc(NC(=O)c2ccc(S(=O)(=O)N3CCOCC3)cc2)nc1
  -1	10	3	1.1	-4	-0.5	1	-1	3
Cc1nc2ncnn2c(C)c1CCC(=O)N1CC(C)CC(C)C1 (stereo not drawn)
  -4	0.7	-6	0.3	2	-0.2	1	3	3
Nc1c(C(=O)Nc2ccccc2F)sc2nc(Cc3ccccc3)cc(C(F)(F)F)c12
  -7	1.7	67*	1.2	-94	-0.4	3	-48	15
CN(C)CCNc1ncnc2c1sc1nc(-c3ccccc3)c3c(c12)CCCC3
  1	-29	-9	-2.0	0	-1.7	7	3	21
O=C(O)c1cc2c(ccc3ccccc32)[nH]1
  -4	-1.3	1	-0.9	4	-0.1	12	-2	15
COC(=O)c1ccc(-n2c(C)nc(=O)c(-c3ccccc3)c2C)cc1
  -4	-0.2	-10	-0.1	-4	0.7	0	-1	10
COc1ccc(/C(O)=C2/C(=O)C(=O)N(Cc3cccnc3)C2c2ccncc2)cc1F (stereo not drawn)
  6	-1.4	5&9	0.1	0	-0.3	0	0	11&14
CN(C)P(=NC(=O)COc1ccc(Cl)cc1Cl)(N(C)C)N(C)C
  -1	-1.7	20	0.7	2	0.1	1	-1	7
N#Cc1ccccc1S(=O)(=O)N1CCN(c2ccc(S(=O)(=O)N3CCOCC3)cn2)CC1
  -9	-2.6	-21	-0.1	3	0.0	1	1	5
Cc1[nH]c2ccccc2c1C(=O)CN1CCCC1
  -8	-1.6	-3	2.3	-10	-0.1	-1	-2	9
CC1CCCN(S(=O)(=O)Cc2ccc(Cl)cc2)C1 (stereo not drawn)
  -8	0.5	-17	0.8	0	0.5	-1	-1	11
CNC(=O)COC(=O)c1ccccc1C(=O)c1ccc(Cl)c([N+](=O)[O-])c1
  -1	-14	18	48	2	-0.1	1	1	-1
CC1(C)CC(=O)/C(=C(\O)Cc2ccccc2)C(=NCCCCCC(=O)O)C1
  1	0.5	8	-0.3	2	0.3	4	1	9

Continued:
Each structure is followed by: RBBP9 inhibitor	TNF necrop inh	EP2 modulator	L929 necroptosis	Runt-SMMHC FRET	PERK inhibitor	Hck Nef HTS	Runt-CBFb FRET	PGE2 EP2 inh
COc1cc(NC(=O)c2cc(-c3cccnc3)nc3ccc(C)cc23)c(OC)cc1Cl
  -8	-2.0	20	0.5	1	0.9	2	-5	.
Cc1ccccc1NC(=S)N1CCC(C(=O)c2ccc(F)cc2)CC1
  3	-4.5	9	0.2	5	0.7	3	1	9
CC(=O)Nc1nonc1-c1nc2ccccc2n1CC1CC1
  -5	-2.0	-47	-0.3	3	-0.1	0	0	10
COc1ccc(-n2c(SCC(=O)NCc3cccs3)nnc2-c2ccoc2C)cc1
  -5	0.6	26	-0.4	1	-0.3	2	0	.
CCn1c(SCC(=O)c2ccccc2)nnc1-c1cccnc1
  15*	1.2	22	2.6	3	1.2	17	3	13
O=C(CSCc1ccccc1Br)N/N=C/c1ccc2c(c1)OCO2
  -10	-2.1	-22	0.7	1	0.9	3	2	5
Cn1c(=NC(=O)CSCC(=O)N2CCOCC2)sc2ccccc21
  2	0.0	21	0.7	0	-1.4	3	4	10
O=C1CCC(C(=O)N(Cc2cccs2)C2(C(=O)NC3CCCCC3)CCCCC2)N1 (stereo not drawn)
  -3	-0.4	26	6.2	0	1.0	24	0	14
COC(=O)c1c(NC(=O)c2ccco2)sc(C)c1C
  -4	-0.5	17	0.6	-1	1.2	5	0	12
CCOC(=O)Nc1c(C(=O)OC)[nH]c2cccc(OC)c12
  1	-2.5	-17	-0.1	-3	0.1	0	1	10
N#C/C(=N\Nc1ccc(S(=O)(=O)N2CCOCC2)cc1)C(N)=S
  -12	-2.7	-3	2.6	-8	1.5	-23	2	14
CC(=O)NC(NC(C)=O)c1cccc(OCc2ccccc2)c1
  -7	2.4	15	0.5	2	1.2	0	-3	13
COc1ccccc1OCC(=O)Nc1ccccn1
  -2	-1.8	30&-39	3.0	0	0.2	-5	-1	0&22
CC(=O)Nc1ccc(C(=O)N(C)c2ccccc2)cc1
  4	0.6	8	-0.4	1	0.2	1	2	10
Cc1ccc(OCC(=O)n2nc(C)cc2C)c(Br)c1
  -8	-1.2	27	0.1	-4	0.8	0	-4	10

(list continues)
Each structure is followed by: RBBP9 inhibitor	TNF necrop inh	EP2 modulator	L929 necroptosis	Runt-SMMHC FRET	PERK inhibitor	Hck Nef HTS	Runt-CBFb FRET	PGE2 EP2 inh
CC12CN3CC(C)(CN(C1)C3c1ccc3c(c1)OCO3)C2O (stereo not drawn)
  -8	2.0	-1	-1.6	-4	1.7	1	1	7
Cc1ccccc1NS(=O)(=O)c1ccc(OCC(=O)N2CCCCC2)cc1
  11	0.7	-1	-0.5	0	-0.3	2	-1	7
CCN(CC)S(=O)(=O)c1ccc2nc(NC(=O)c3ccco3)sc2c1
  0	0.0	-48	-1.3	1	0.5	2	1	6
Cc1cc(C)cc(C(=O)N(NC(=O)Nc2ccc(Cl)cc2)C(C)(C)C)c1
  -2	-0.1	-25	-0.1	2	1.3	0	1	5
C=CCN(c1ccc(C(=O)Nc2ccc(C)c(C)c2)cc1)S(C)(=O)=O
  -3	2.5	-42	69	-2	-0.1	1	-6	8
Cc1cc(C)c(C#N)c(SCC(=O)N2CCCCC2)n1
  -6	-0.2	8	-0.1	-5	-0.1	1	0	18
Cc1ccc(C)c(Cn2c(C(=O)OC(C)C)cc3c2ccn3C)c1
  0	-1.4	60	-0.5	-8	-0.5	-1	.	1
CC1=CC(=C2N=C(c3ccccc3)OC2=O)C=C(C)O1
  -10	-2.7	20	0.4	-7	2.9*	2	-33	3
COc1cc(C(=O)NCCOc2cc(C)cc(C)c2)c(Br)c(OC)c1OC
  3	-9.1	2	0.1	-14	0.1	0	-4	7
CCCCCCCC(=O)OCC(O)CO (stereo not drawn)
  3	2.0	7	4.2	-4	1.0	-2	-1	17
Cc1cc(C(=O)CN2C(=O)NC3(CCCc4sccc43)C2=O)c(C)n1-c1ccc(Cl)cc1 (stereo not drawn)
  -6	3.4	24	1.6	3	0.4	5	-2	9
COc1ccc(NCC(=O)N/N=C/c2ccc3c(c2)OCCO3)cc1
  -7	3.1	-18	0.7	-2	1.2	4	3	8
CCc1ccc(NC(=S)N2CCN(c3cccc(OC)c3)CC2)cc1
  -3	0.8	-102	-1.6	0	1.6	21	0	10
COc1ccc(S(=O)(=O)NCC2CCC(C(=O)NCc3ccco3)CC2)cc1 (stereo not drawn)
  -11	0.4	-22	-0.4	1	0.2	-1	-2	12
CCC(=O)N/C=C/n1cnc2cc(C(F)(F)F)ccc21
  -11	-2.2	1	0.8	1	1.1	1	0	18

Only Runt-CBFb FRET, PGE2 EP2 inh and Runt-SMMHC FRET (two entries from above):
canonical_smiles | Runt-CBFb FRET | PGE2 EP2 inh | Runt-SMMHC FRET
Cc1cc(C)cc(C(=O)N(NC(=O)Nc2ccc(Cl)cc2)C(C)(C)C)c1 | 1 | 5 | 2
C=CCN(c1ccc(C(=O)Nc2ccc(C)c(C)c2)cc1)S(C)(=O)=O | -6 | 8 | -2

Additional entries follow.
Each structure is followed by: RBBP9 inhibitor	TNF necrop inh	EP2 modulator	L929 necroptosis	Runt-SMMHC FRET	PERK inhibitor	Hck Nef HTS	Runt-CBFb FRET	PGE2 EP2 inh
CCCOc1ccc2oc(=O)c3c(c2c1)CCCN3C(=O)CN1CCN(C(=O)c2ccco2)CC1
  -2	-0.2	-5	-1.0	4	-1.4	-7	-2	.
O=C(NCC(=O)N(CC1CCCO1)C(C(=O)NC1CCCCC1)c1ccc(F)cc1)c1ccco1 (stereo not drawn)
  -4	0.1	22	0.1	4	0.7	6	-1	10
Cc1ccc(NC(=O)C2CC(=O)N(C(C)C)C2)cc1Cl (stereo not drawn)
  -7	0.1	-9	0.3	-5	0.2	9	1	7
CCC(c1nnnn1C1CCCCC1)N(Cc1ccco1)Cc1cc2ccc(OC)cc2[nH]c1=O (stereo not drawn)
  -7	-12	56	-0.4	-10	0.8	0	-1	5
Cc1ccc2c(c1)N(Cc1ccncc1)C(=O)C(C)O2 (stereo not drawn)
  5	-1.4	4&-39	0.5	-2	0.7	-21	-1	10&6
Cc1ccc(NC(=S)NNC(=O)c2cn(C)nc2C)cc1
  -2	-2.6	17	0.1	4	1.2	3	2	5
Cc1ccc2c(c1)N(CCC(=O)NCc1ccc3c(c1)OCO3)C(=O)CO2
  -7	-1.3	-7	0.1	-5	0.1	2	-1	3
